KAT2A inh – qHTS Assay for Inhibitors of GCN5L2 | hit rate 0.21% among 390,000 | Histone acetyltransferase KAT2A (Homo sapiens), Q92830 | GCN5L2 HAT assay, ThioGlo1 CoA-SH fluorescence | Potency, µM (titrated, usually from 58.9 µM), inactives show top-dose activity change, negative = inhibition, most hits filed as inhibitors
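Preincubate 20nM GCN5L2 with compound 15 min, RT → add 50uM ThioGlo1 + 75uM H3(1-25) + 70uM acetyl-CoA → read fluorescence 0 and 20 min. Primary qHTS; fluorescent artifacts likely.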
TDP1 inh – qHTS Assay for Inhibitors of Tyrosyl-DNA Phosphodiesterase (TDP1); recombinant TDP1, AlphaScreen DNA substrate cleavage; Potency, µM (highest dose often 130 µM), inactives show at the top dose activity change, negative = inhibition, usual class: inhibitors; hit rate 0.28% among 350,000; AID 485290, 2010; note: nearly all actives have a fitted effect of over 40% in size
Target sequence (Q9NUW8 whole entry, looked up): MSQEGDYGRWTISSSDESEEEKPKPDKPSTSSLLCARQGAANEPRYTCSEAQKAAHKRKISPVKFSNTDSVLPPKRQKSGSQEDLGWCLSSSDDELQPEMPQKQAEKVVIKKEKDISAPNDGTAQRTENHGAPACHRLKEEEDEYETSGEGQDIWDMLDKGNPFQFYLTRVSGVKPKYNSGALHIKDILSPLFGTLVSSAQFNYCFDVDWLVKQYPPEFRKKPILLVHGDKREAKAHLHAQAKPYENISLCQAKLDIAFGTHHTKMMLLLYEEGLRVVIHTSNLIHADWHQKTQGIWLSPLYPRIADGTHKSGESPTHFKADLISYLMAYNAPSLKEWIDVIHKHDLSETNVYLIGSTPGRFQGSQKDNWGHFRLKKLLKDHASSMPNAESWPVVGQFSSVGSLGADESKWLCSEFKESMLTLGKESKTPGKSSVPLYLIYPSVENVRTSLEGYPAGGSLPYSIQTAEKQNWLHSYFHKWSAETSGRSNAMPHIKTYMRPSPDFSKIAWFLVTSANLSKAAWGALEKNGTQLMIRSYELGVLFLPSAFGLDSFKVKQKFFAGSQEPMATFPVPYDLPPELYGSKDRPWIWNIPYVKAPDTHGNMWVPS
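Steps: enzyme plus compound, 15 min RT; add biotin/phosphotyrosine-FITC oligonucleotide (15 nM final), react 5 min; add donor/acceptor beads (10 ug/ml final), 10 min; read AlphaScreen. Tdp1 at 1 nM final.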
DT40 TDP1 no CPT – qHTS for Inhibitors of human tyrosyl-DNA phosphodiesterase 1 (TDP1): qHTS in cells in absence of CPT | DT40 Tdp1-/- hTDP1 cells, no CPT, ATP luminescence, 48 h | Potency, µM (titrated, usually from 46.2 µM), for the others: at the highest dose activity change, negative = growth inhibition, usual class: inhibitors | hit rate 15% among 420,000; note: nearly all actives have a fitted effect of over 55% in size
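No-CPT arm: Tdp1-/-;hTDP1 DT40 cells (400/well) plus compounds, incubated ≥48 hr at 37 °C. Readout CellTiter-Glo luminescence.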
An asterisk follows results filed as active; ? = inconclusive; / = not tested or not shown; & = joins results of further samples; [ ] = another dose, or the depositor's remark. Calls come from the whole dose curve; as a rule, active = well fitted curve in the direction sought with a large enough effect; inconclusive = small, poorly fitted or top-dose-only effect, or another doubt; inactive = no such curve, though single readings can be large; an effect the other way counts as inactive or inconclusive. % is set by controls: 0 for no effect and ±100 for the full control effect; potency is the fitted concentration of half-maximal effect. Some of the compounds tested (hit frequency here may not be typical).

[1] O=C(c1cc(-c2ccc(Cl)cc2)on1)N1CCCCCC1
[2] Cn1c(=O)c2c(nc(NCCNC(=O)c3ccco3)n2Cc2ccc(F)cc2)n(C)c1=O
[3] O=C(COc1ccc(Cl)cc1Br)OCC(=O)c1ccc[nH]1
[4] CCN(CC(=O)Nc1c(F)cccc1F)C(=O)CCCc1cccs1
[5] CCOC(=O)c1oc2nc(CC(C)C)c3c(c2c1N)CCCC3
[6] Cc1ccc(NC(=O)c2ccc(OC(=O)CCN3C(=O)c4ccccc4C3=O)cc2)cc1
compound no.	1	2	3	4	5	6
KAT2A inh	-2%	-3%	-7%	-4%	-22%	-2%
TDP1 inh	-6%	/	/	0%	5%	2%
DT40 TDP1 no CPT	?	?	0%	-1%	23µM*	-12%

The final two records of the section above lead into the next.
[5] CCOC(=O)c1oc2nc(CC(C)C)c3c(c2c1N)CCCC3
[6] Cc1ccc(NC(=O)c2ccc(OC(=O)CCN3C(=O)c4ccccc4C3=O)cc2)cc1
[7] COc1ccc2[nH]cc(CCNC(=O)c3cnn(-c4ccc(C)cc4)c3C3CCN(C(=O)OC(C)(C)C)CC3)c2c1
[8] CCOc1ccc(CCNC(=O)COC(=O)COc2ccc(C(=O)CC)cc2)cc1OCC
[9] CCN(CC)C(=O)c1ccc(COc2ccccc2Br)o1
[10] COc1ccc(C(=O)NCCn2cc(SCC(=O)Nc3ccc(C)cc3)c3ccccc32)cc1
[11] O=C(CCn1nnc2ccccc21)N1CCC(O)(c2cccc(F)c2)CC1
[12] CCc1cc(C(=O)N(CCCOC)c2c(N)n(Cc3ccccc3)c(=O)[nH]c2=O)sc1C
compound no.	5	6	7	8	9	10	11	12
KAT2A inh	-22%	-2%	0%	-1%	-3%	-3%	1%	-2%
TDP1 inh	5%	2%	7%	/	-2%	7%	3%	/
DT40 TDP1 no CPT	23µM*	-12%	5.2µM*	-20%	?	?	?	-7%

[13] CCOC(=O)c1c(C)oc2nc(C)nc(NCc3ccc(Cl)cc3)c12
[14] COc1ccc(N2CCN(C(=O)C34CCC(C)(C(=O)C3)C4(C)C)CC2)cc1 (stereo unspecified)
[15] O=C(COC(=O)c1ccc(F)cc1)NCc1ccc(F)cc1
[16] CCOC(=O)Cn1c(-c2cccnc2)nc(-c2ccccc2)c1-c1ccccc1
[17] Cc1cccc(N2CC(C(=O)O)CC2=O)c1C (stereo unspecified)
[18] CCCN1CCCC[C@H]1C(=O)Nc1c(C)cccc1C
compound no.	13	14	15	16	17	18
KAT2A inh	27%	-8%	2%	-2%	-6%	5%
TDP1 inh	4%	5%	-1%	/	-1%	2%
DT40 TDP1 no CPT	?	?	3%	23µM*	-28%	17%&-11%

[19] CN(C(=O)CSC1=Nc2ccccc2C2=NC(c3ccccc3)C(=O)N12)C1CCCCC1 (stereo unspecified)
[20] O=C(Cn1c(=O)c2ccccc2n(CC(=O)Nc2ccc(F)cc2F)c1=O)NCCc1ccccc1
[21] O=S(=O)(c1ccc(F)cc1)N1CCN(S(=O)(=O)c2cc(F)ccc2F)CC1
[22] CC(=O)Nc1nnc(COc2ccc(Cl)cc2)s1
[23] O=S(=O)(NCCCO)c1ccc2c(c1)Cc1cc(S(=O)(=O)NCCCO)ccc1-2
[24] CNC(=O)C1CCC(Cn2c(=O)c3sccc3n(CC(=O)NCc3ccc(OC)cc3)c2=O)CC1 (stereo unspecified)
compound no.	19	20	21	22	23	24
KAT2A inh	-18%	-16%	?	-4%	3%	10%
TDP1 inh	6%	2%	/	4%	0%	1%
DT40 TDP1 no CPT	?	5%	?	-19%	-10%	2%

[25] Cc1c(C(=O)Nc2ccc(-c3nnc4n3CCCCC4)cc2)oc2ccc(Br)cc12
[26] CCOc1cc(C(=O)OC(C(=O)NC(=O)NC)c2ccccc2)ccc1OCC(=O)N1CCOCC1 (stereo unspecified)
[27] C=CCn1c(O)c(C(CC)=NCc2cccnc2)c(=O)[nH]c1=O
[28] CCCNC(=O)c1ccc(Cl)c(Cl)c1
[29] COc1ccc(NC(=O)Cn2c(=O)n(Cc3ccccc3)c(=O)c3sc4ccccc4c32)cc1
[30] Cc1cnccc1CN(C)Cc1cn(C)nc1-c1ccc(Oc2ccccc2)cc1
compound no.	25	26	27	28	29	30
KAT2A inh	0%	-3%	-4%	42%[activator]	0%	-10%
TDP1 inh	5%	0%	1%	-1%	6%	5%
DT40 TDP1 no CPT	?	18µM*	-12%	-4%	13µM*	?

[31] O=C(CCOc1ccccc1)NNC(=O)c1ccccc1
[32] Cc1nc(S(=O)(=O)c2ccc(Cl)cc2)c(NCc2ccccc2)o1
[33] CC(=O)Nc1ccc(SCC(=O)N(CCC#N)c2cc(C)cc(C)c2)cc1
[34] Cc1ccc(/C=C/C(=O)Nc2cccc(S(=O)(=O)N3CCOCC3)c2)o1
[35] O=C(NN=C1C2CC3CC(C2)CC1C3)c1ccccc1O
[36] Cn1c(SCC(=O)N2CC(=O)Nc3ccccc32)nnc1C(F)(F)F
compound no.	31	32	33	34	35	36
KAT2A inh	-5%	-5%	-7%	25%	0%	-3%
TDP1 inh	0%	0%	2%	1%	0%	-4%
DT40 TDP1 no CPT	-8%	?	-26%	?	4%	-1%

[37] COc1ccc(CNC(=O)c2cc3cccc(O)c3oc2=N)cc1
[38] CCCCN(C)C(=O)c1ccc2c(c1)N(Cc1ccc(F)cc1)C(=O)c1ccccc1S2(=O)=O
[39] CCOc1ccccc1C(=O)Oc1c(Sc2ccccc2)c(C)nn1C(C)(C)C
[40] CCOCc1nnc(NC(=O)CSc2ccc(C)cc2)s1
[41] CCOc1cc(C(=S)N2CCOCC2)cc(Br)c1OS(=O)(=O)c1ccccc1
[42] Cc1ccc(C(=O)Nc2nncs2)cc1S(=O)(=O)N1CCOCC1
compound no.	37	38	39	40	41	42
KAT2A inh	-1%	-22%	-8%	-9%	-1%	-8%
TDP1 inh	6%	5%	0%	2%	/	1%
DT40 TDP1 no CPT	-24%	16µM*	-5%	-19%	23µM*	3%

[43] Cc1ccc(N2CC(C(=O)Nc3nc4ccc(S(C)(=O)=O)cc4s3)CC2=O)cc1C (stereo unspecified)
[44] Cc1c(CC(=O)O)c(=O)oc2cc(OCc3ccc(F)cc3F)ccc12
[45] O=C(CCc1nnc(CCc2ccccc2)o1)N1CCCCC1CCn1cccn1 (stereo unspecified)
[46] COC(=O)c1cccc(/C=N/NC(N)=S)c1O
[47] CCN(Cc1ccccc1)S(=O)(=O)c1ccc2c(c1)NC(=O)CS2
[48] Cn1c(N2CCN(c3ccccn3)CC2)nc2c1c(=O)n(Cc1ccc(Cl)cc1)c(=O)n2C
compound no.	43	44	45	46	47	48
KAT2A inh	1%	-9%	-5%	2%	-20%	1%
TDP1 inh	5%	/	-1%	0%	2%	7%
DT40 TDP1 no CPT	-27%	-3%	-1%	0.26µM*	?	?

[49] O=C(NC1CCS(=O)(=O)C1)c1ccccc1C(=O)c1ccccc1 (stereo unspecified)
[50] COc1ccc(CCNC(=O)c2c(O)c3ccccc3[nH]c2=O)cc1OC
[51] O=C(NCCCn1ccnc1)/C(=C/c1cccnc1)NC(=O)c1ccco1
[52] Nc1ccc2nn(-c3cc([N+](=O)[O-])ccc3O)nc2c1
[53] Cc1cc(N/N=C/c2cccc(Br)c2)nc2ccccc12
[54] CCOc1ccc2c(c1)C(c1ccccc1)=NNC(c1ccccc1)=N2
compound no.	49	50	51	52	53	54
KAT2A inh	-3%	-6%	-4%	-13%	-8%	-9%
TDP1 inh	2%	/	1%	10%	3%	5%
DT40 TDP1 no CPT	5%	?	-3%	-2%	-25%	?

[55] COc1ccc([N+](=O)[O-])cc1NC(=S)Nc1ccccc1
[56] O=C(CN1C(=O)NC(c2ccccc2)(c2ccccc2)C1=O)N1CCN(c2ccc(F)cc2)CC1
[57] Cc1nn(-c2ccccc2)c(Cl)c1C(=O)NC1CCCCC1
[58] CCOC(=O)c1c(C)c(C(=O)N2CCN(c3cccc(Cl)c3)CC2)c(C)n1C
[59] COc1ccc(Cl)cc1N(CC(=O)NC1CC2CCC1C2)S(=O)(=O)c1ccccc1 (stereo unspecified)
[60] CCN1CCN(S(=O)(=O)c2cc3c(cc2Cl)NC(=O)CO3)CC1
compound no.	55	56	57	58	59	60
KAT2A inh	-1%[0.501 µM]	-11%	-6%	-3%	-26%	-2%
TDP1 inh	4%	3%	-5%	9%	3%	/
DT40 TDP1 no CPT	1%	?	-2%	?	?	-9%

[61] COc1cc(C)ccc1OCCCCOc1ccccc1C(C)=O
[62] Cc1ccc(OCCNCC(O)COc2ccccc2)cc1 (stereo unspecified)
[63] Cc1ccc(-c2cc(C(F)(F)F)n3ncc(-c4ccccc4)c3n2)cc1
[64] COC(=O)c1ccc(Cn2cc(Cl)cn2)o1
[65] CS(=O)(=O)N1CCN(c2ccccc2NC(=O)c2ccc(-c3ccc(Br)cc3)o2)CC1
[66] COc1ccc(C(=O)NCC(c2cccs2)N2CCc3ccccc32)cc1OC (stereo unspecified)
compound no.	61	62	63	64	65	66
KAT2A inh	-3%	21%	2%	0%	-4%	-27%
TDP1 inh	0%	/	/	2%	2%	-4%[0.505 µM]
DT40 TDP1 no CPT	?	-15%	-13%	-3%	?	21µM*

[67] CCCCC(NC(C)=O)c1nc2ccccc2n1CCCC (stereo unspecified)
[68] COc1ccccc1NS(=O)(=O)c1ccc(O)c(C(=O)OCC(=O)Nc2ccccc2F)c1
[69] COc1cc(OC)c(OC)cc1/C=C1/C(=O)N=C(N)N1C
[70] COc1cc(C(=O)NC(=S)Nc2ccc(Cl)cn2)cc(OC)c1OC
[71] COc1ccc(-c2nnc(SCc3nnc(-c4ccccc4)o3)n2C)cc1OC
[72] CCOC(=O)C1=C(C)N=c2s/c(=C3\C(=O)Nc4ccccc43)c(=O)n2C1c1ccc2c(c1)OCO2 (stereo unspecified)
compound no.	67	68	69	70	71	72
KAT2A inh	-8%	-3%	-1%	-19%	-5%	-6%
TDP1 inh	-6%	5%	5%	2%	8%	5%
DT40 TDP1 no CPT	2.1µM*	-17%	?	?	-24%	?

From entry 52 as far as 65, as listed above:
[52] Nc1ccc2nn(-c3cc([N+](=O)[O-])ccc3O)nc2c1
[53] Cc1cc(N/N=C/c2cccc(Br)c2)nc2ccccc12
[54] CCOc1ccc2c(c1)C(c1ccccc1)=NNC(c1ccccc1)=N2
[55] COc1ccc([N+](=O)[O-])cc1NC(=S)Nc1ccccc1
[56] O=C(CN1C(=O)NC(c2ccccc2)(c2ccccc2)C1=O)N1CCN(c2ccc(F)cc2)CC1
[57] Cc1nn(-c2ccccc2)c(Cl)c1C(=O)NC1CCCCC1
[58] CCOC(=O)c1c(C)c(C(=O)N2CCN(c3cccc(Cl)c3)CC2)c(C)n1C
[59] COc1ccc(Cl)cc1N(CC(=O)NC1CC2CCC1C2)S(=O)(=O)c1ccccc1 (stereo unspecified)
compound no.	52	53	54	55	56	57	58	59
KAT2A inh	-13%	-8%	-9%	-1%[0.501 µM]	-11%	-6%	-3%	-26%
TDP1 inh	10%	3%	5%	4%	3%	-5%	9%	3%
DT40 TDP1 no CPT	-2%	-25%	?	1%	?	-2%	?	?

[60] CCN1CCN(S(=O)(=O)c2cc3c(cc2Cl)NC(=O)CO3)CC1
[61] COc1cc(C)ccc1OCCCCOc1ccccc1C(C)=O
[62] Cc1ccc(OCCNCC(O)COc2ccccc2)cc1 (stereo unspecified)
[63] Cc1ccc(-c2cc(C(F)(F)F)n3ncc(-c4ccccc4)c3n2)cc1
[64] COC(=O)c1ccc(Cn2cc(Cl)cn2)o1
[65] CS(=O)(=O)N1CCN(c2ccccc2NC(=O)c2ccc(-c3ccc(Br)cc3)o2)CC1
compound no.	60	61	62	63	64	65
KAT2A inh	-2%	-3%	21%	2%	0%	-4%
TDP1 inh	/	0%	/	/	2%	2%
DT40 TDP1 no CPT	-9%	?	-15%	-13%	-3%	?

The list goes on:
[73] CSc1cccc(NC(=S)N2CCC(c3ccccc3)C2)c1 (stereo unspecified)
[74] Cc1ccc(OCC(=O)NNC(=O)CCc2ccccc2)c(Br)c1
[75] CCc1cc(C(=O)N/N=C/c2c(C)[nH]c3ccccc23)cs1
[76] COc1ccc(-c2csc3ncnc(Nc4cc(OC)cc(OC)c4)c23)cc1
[77] CC(C)(C)NC(=O)[C@@H]1CC[C@@H]2[C@@H]3CC[C@@H]4NC(=O)C=C[C@@]4(C)[C@H]3CC[C@]21C
compound no.	73	74	75	76	77
KAT2A inh	-22%	-6%	-7%	0%	4%[21.4 µM]
TDP1 inh	/	11%	8%	4%	7%[56.1 µM]
DT40 TDP1 no CPT	16µM*	?	-9%	16µM*	/

Assay outcomes from PubChem BioAssay.
